Eya2 phos inh = qHTS Assay for Inhibitors of the Phosphatase Activity of Eya2 | recombinant Eya2, OMFP fluorescence dephosphorylation (OMFP is methylfluorescein phosphate) | Protein phosphatase EYA2 (Homo sapiens), O00167 | 330,000 compounds, 0.006% hits | Potency, µM (highest dose often 76.9 µM), inactives show at the top dose activity, negative = inhibition, usual class: inhibitors | AID 488837, 2010; further: potency means the concentration at half of the fitted maximal effect; on the % scale 0 is the no-effect control and ±100 the full control effect
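Eya2 (0.2 uM) preincubated 10 min at ambient with compound, then OMFP substrate added at 50 uM; 10 min reaction in 50 mM HEPES pH 7.5, 50 mM NaCl, 5 uM MgCl2, 0.05% BSA, 1 mM DTT. Fluorescence read at Ex 485/Em 525 nm.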
S-ASM inh = Inhibitors of Secretory Acid Sphingomyelinase (S-ASM): qHTS | Sphingomyelin phosphodiesterase (Homo sapiens), P17405 | placental ASM, HMU-PC fluorogenic substrate, 60 min | Potency, µM (doses to about 57.5 µM), inactives show at the top dose activity change, negative = inhibition, actives largely listed as inhibitors | 340,000 compounds, 0.006% hits; further: potency means the concentration at half of the fitted maximal effect
Target sequence (P17405 47-631 limits assumed): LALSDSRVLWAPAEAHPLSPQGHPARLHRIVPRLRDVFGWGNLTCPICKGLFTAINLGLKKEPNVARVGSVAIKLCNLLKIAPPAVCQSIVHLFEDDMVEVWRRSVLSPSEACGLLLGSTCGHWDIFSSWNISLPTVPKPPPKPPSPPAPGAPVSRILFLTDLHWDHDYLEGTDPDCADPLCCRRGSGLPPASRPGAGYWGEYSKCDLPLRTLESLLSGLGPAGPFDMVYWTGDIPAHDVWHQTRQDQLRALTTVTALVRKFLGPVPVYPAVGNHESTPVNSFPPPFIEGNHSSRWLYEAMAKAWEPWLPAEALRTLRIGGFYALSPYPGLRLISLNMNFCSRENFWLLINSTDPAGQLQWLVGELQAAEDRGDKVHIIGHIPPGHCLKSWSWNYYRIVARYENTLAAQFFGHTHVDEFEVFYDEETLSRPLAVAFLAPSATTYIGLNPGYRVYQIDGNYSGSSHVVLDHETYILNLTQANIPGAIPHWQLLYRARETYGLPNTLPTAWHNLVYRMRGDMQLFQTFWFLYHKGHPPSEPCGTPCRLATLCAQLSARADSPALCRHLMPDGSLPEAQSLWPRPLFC
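Fluorogenic HMU-PC substrate (9 uM final) is turned over by placental ASM in 60 min at 37 C after a 10 min compound preincubation. Reaction ended by alkaline stop (pH 10), with fluorescence read at 386/447 nm.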
MBNL1 CUG block = qHTS Assay for Inhibitors of MBNL1-poly(CUG) RNA binding; Muscleblind-like protein 1 (Homo sapiens), Q9NR56; 280,000 compounds, 0.036% hits; Potency, µM (top dose mostly 57.5 µM), without a hit: at the top dose activity change, negative = inhibition, hits mostly inhibitors; TR-FRET MBNL1-His/biotin-(CUG)12 binding, 665/545 ratio; AID 2675, 2010; active means well fitted inhibition curve with a large enough effect in the signal ratio, with a control signal flat, not every such curve was filed as active; inconclusive means small, poorly fitted or top-dose-only effect, or effect the other way, or a change in a side signal; inactive means no such curve, though single readings can be large or run the other way; the % refers to the signal ratio; further: potency means the concentration at half of the fitted maximal effect; on the % scale 0 is the no-effect control and ±100 the full control effect
Target sequence (Q9NR56 whole entry, looked up): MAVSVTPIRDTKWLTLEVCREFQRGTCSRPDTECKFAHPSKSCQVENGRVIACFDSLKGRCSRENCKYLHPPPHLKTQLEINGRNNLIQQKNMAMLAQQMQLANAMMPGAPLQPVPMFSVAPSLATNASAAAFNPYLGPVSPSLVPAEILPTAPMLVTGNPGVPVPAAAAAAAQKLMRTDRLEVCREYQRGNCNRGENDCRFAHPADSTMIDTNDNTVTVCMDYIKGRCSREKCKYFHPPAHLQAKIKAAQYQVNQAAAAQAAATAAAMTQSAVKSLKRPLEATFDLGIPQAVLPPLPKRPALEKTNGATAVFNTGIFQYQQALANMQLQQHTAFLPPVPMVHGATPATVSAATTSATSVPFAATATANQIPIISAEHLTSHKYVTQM
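Inhibition of protein-RNA binding appears as loss of TR-FRET between terbium anti-His antibody on MBNL1-His and streptavidin-XL665 on biotin-(CUG)12. Activity is normalized to buffer-only and uninhibited-complex controls.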
PKM2 activator = qHTS Assay for Activators of Human Muscle isoform 2 Pyruvate Kinase; purified PKM2, Kinase-Glo ATP luminescence, activation; response scale: 0% is enzyme alone, no compound; Potency, µM (series often up to 57.5 µM), inactives show top-dose activation, hits mostly activators; 260,000 compounds, 0.34% hits; AID 1631, 2009; further: potency means the concentration at half of the fitted maximal effect; on the % scale 0 is the no-effect control and ±100 the full control effect; nearly all actives have a fitted effect of over 55% in size
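ATP formation by purified human PK-M2, quantified via coupled luciferase luminescence after 1 h at room temperature with 0.1 mM ADP and 0.5 mM PEP final.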
USP2a block = qHTS Assay for Inhibitors of Ubiquitin-specific Protease USP2a Using CHOP2 as the Reporter. USP2 core, Ub-CHOP2 coupled fluorogenic reporter, 485/531. Ubiquitin carboxyl-terminal hydrolase 2 (Homo sapiens), O75604. Potency, µM (top dose mostly 38.3 µM), for inactives: at the top dose activity change, negative = inhibition, actives largely listed as inhibitors. 330,000 compounds, 0.01% hits;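 further: potency means the concentration at half of the fitted maximal effect; plate controls were DMSO wells for no effect and full inhibition by NEM control for full effect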
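Cell-free coupled assay: 10nM USP2 core preincubated 30min RT with compound in Tris-HCl pH 8.0/CaCl2/CHAPS buffer, then 25nM Ub-CHOP2 and 25nM reporter substrate; fluorescence (Ex 485/Em 531) read after 60min RT, normalized to NEM inhibition, concentration-response curves fitted.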
TSHR antag = Antagonists of the Thyroid Stimulating Hormone Receptor: HTS campaign; TSHR-expressing cells, TSH-stimulated cAMP HTRF, 2 h; stronger effect = lower value; activity change, negative = inhibition, % at 11.5 µM; 330,000 compounds, 0.2% hits; AID 504810, 2011;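 active means activity change below a set negative limit, meaning inhibition stronger than a set level, cut at about -70% in these data; inconclusive means activity change between two set negative limits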; further: on the % scale 0 is the no-effect control and ±100 the full control effect
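Read-out is FRET at 665 nm (cryptate excitation 337 nm) from a cryptate-tagged anti-cAMP antibody, competed by cell cAMP against cAMP-d2. Compounds are tested on freshly harvested TSHR cells challenged with 4nM TSH (EC80) for 2 hours at 37 deg C.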
hERG WT inh = qHTS for Inhibitors of KCHN2 3.1: Wildtype qHTS | Voltage-gated inwardly rectifying potassium channel KCNH2 (Homo sapiens), Q12809 | U2OS, BacMam KCNH2, thallium flux FluxOr; stronger effect = lower value | activity change, % at 1.84 µM | 340,000 compounds, 0.37% hits | AID 720551, 2013;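 active means maximum activity change below -70%; inconclusive means maximum activity change between -70% and -50%; inactive means maximum activity change above -50%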; further: on the % scale 0 is the no-effect control and ±100 the full control effect
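U2OS cells were transduced with wild-type KCNH2 virus (2.03 x 10^8 / mL) for 4 h at room temperature, then cultured overnight at 37 C. Thallium flux was read with FluxOr dye. Rate constants were normalized to DMSO controls.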
GALK inh = qHTS Assay for Inhibitors of Human Galactokinase (GALK). Purified GALK, Kinase-Glo residual ATP luminescence. AID 1868, 2009. P51570. Potency, µM (titrated, usually from 57.5 µM), for the others: at the top dose activity change, negative = inhibition, actives largely listed as inhibitors. 270,000 compounds, 0.007% hits; further: potency means the concentration at half of the fitted maximal effect; on the % scale 0 is the no-effect control and ±100 the full control effect
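Compounds were pin-transferred into ATP buffer (35 uM final), then GALK plus galactose (5 nM, 100 uM final) was added. After 1 h at room temperature, Kinase-Glo Plus was added and luminescence read after 10 min.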
Mito fusion yeast = qHTS Assay for Small Molecule Inhibitors of Mitochondrial Division or Activators of Mitochondrial Fusion | S. cerevisiae fusion-defective mutant growth rescue, CellTiterGlo 48 h | Potency, µM (series often up to 46.1 µM), for inactives: at the highest dose growth rescue (activation), hits mostly activators | 320,000 compounds, 0.23% hits;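 further: potency means the concentration at half of the fitted maximal effect; % of control where 0% means no effect; nearly all actives have a fitted effect of over 45% in size; temperature-sensitive fusion mutants such as fzo1-1 at 37 °C on non-fermentable ethanol glycerol medium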
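Yeast fusion mutant, YPEG (non-fermentable carbon), compound, 48 h at 37C non-permissive; CellTiterGlo added, 10 min RT, luminescence read. Rescued growth = division inhibition.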
Chronic BCR inh = qHTS Assay to Find Inhibitors of Chronic Active B-Cell Receptor Signaling; ABC-DLBCL IkBa-CBG/CBR reporter, luminescence ratio, 4 h; Potency, µM (highest dose often 46.1 µM), for inactives: at the highest dose ratio change, negative = lower green/red ratio, usual class: inhibitors; 340,000 compounds, 0.05% hits; AID 493014, 2011; active means well fitted inhibition curve with a large enough effect in the signal ratio, with a control signal flat, not every such curve was filed as active; inconclusive means small, poorly fitted or top-dose-only effect, or effect the other way, or a change in a side signal; the % refers to the signal ratio;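 further: potency means the concentration at half of the fitted maximal effect; plate controls were basal doxycycline-induced cells for no effect and cells given 10 µM MG132 for full effect; MG132 reads +100%, hits lower the ratio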
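Compounds up to 46 uM were incubated four hours with TMD8 cells whose green CBG68 luciferase is fused to IkappaBalpha; red CBR luminescence normalised the signal, and concentration-effect curves were fitted to fusion, red and ratio data.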
Menin MLL FP TR = qHTS Assay for Inhibitors Targeting the Menin-MLL Interaction in MLL Related Leukemias: Competition With Texas Red Labeled MLL-derived Mutant Peptide; O00255; Menin + Texas Red MLL mutant peptide, fluorescence polarization; AID 1768, 2009; 270,000 compounds, 0.23% hits; Potency, µM (series often up to 61.6 µM), for inactives: at the highest dose FP activity change, negative = inhibition, usual class: inhibitors; active means well fitted inhibition curve with a large enough effect in the polarisation, with a control signal flat, not every such curve was filed as active; inconclusive means small, poorly fitted or top-dose-only effect, or effect the other way, or a change in a side signal; inactive means no such curve, though single readings can be large or run the other way; the % refers to the polarisation; further: potency means the concentration at half of the fitted maximal effect; % of control where 0% means no effect; many of its hits are not listed in these tables
Active calls of the source: *; ? = inconclusive; nt = not tested or not shown; [ ] = remark or other dose. Unless noted, the call rests on the fitted dose curve; in most records, active means well fitted curve in the direction sought with a large enough effect; inconclusive means small, poorly fitted or top-dose-only effect, or another doubt; inactive means no such curve, though single readings can be large; an effect the other way counts as inactive or inconclusive.

Results follow in this order: Eya2 phos inh | S-ASM inh | MBNL1 CUG block | PKM2 activator | USP2a block | TSHR antag | hERG WT inh | GALK inh | Mito fusion yeast | Chronic BCR inh | Menin MLL FP TR
CS(=O)(=O)NCCNc1ncc(C(F)(F)F)cc1Cl
 : 14% | -1% | 0% | 7% | 10% | -6 | 0 | -2% | 10% | 4% | 0%
COc1ccc2c(c1)OC[C@H]1[C@H]2N2C(=O)CN(CCc3c[nH]c4ccccc34)C(=O)[C@@]2(C)[C@H]1c1ccccc1
 : -5% | -15% | nt | nt | 2% | -11 | -14 | nt | -3% | -12% | nt
Cc1ccc(C(=O)Cn2c3[n+](c4ccccc42)CC(O)CS3)cc1 (stereo unspecified)
 : 12% | -1% | -9% | 4% | 1% | -16 | -11 | -2% | 4% | 4% | -7%
CNC1(c2nnnn2-c2ccccc2C)CCOC(C)(C)C1 (stereo unspecified)
 : 1% | 1% | 12% | -6% | -1% | 4 | -15 | 4% | 3% | -4% | nt
COc1ccc(N2C(=NC(=O)C3CCCO3)SC3CS(=O)(=O)CC32)cc1 (stereo unspecified)
 : 2% | 6% | -2% | nt | 3% | 1 | -19 | -6% | 10% | 2% | nt
CCn1c(=NC(=O)c2ccco2)sc2cccc(F)c21
 : -1% | -6% | 6% | -1% | -1% | -12 | 5 | -3% | -2% | 2% | -10%
O=C(O)CNC(=O)c1ccccc1F
 : 9% | 0% | 3% | 0% | 3% | 20 | -4 | 2% | 4% | ? | 7%
CCC(CC)c1nnc(NC(=O)Cc2cccs2)s1
 : -3% | 3% | 3% | -3% | 0% | 4 | 0 | 3% | 5% | 15% | -7%
C=C(C)CSc1nnc(-c2ccc(OC)c(OC)c2)n1N
 : 6% | 1% | -6% | 7% | 1% | 3 | -9 | 2% | 0% | 1% | -2%
COCCOC(=O)c1c(C)oc2ccc(OCC=C(C)C)cc12
 : -11% | -2% | 2% | 8% | -1% | 5 | -3 | 0% | 0% | 10% | 6%
O=C(Cn1nc2n(c1=O)-c1ccccc1SC2)N/N=C/c1cccs1
 : -3% | 1% | 11% | 6% | 1% | 1 | 6 | -1% | 2% | -4% | nt
CCC(C)C(=O)Nc1nc2ccc(S(C)(=O)=O)cc2s1 (stereo unspecified)
 : 27% | -6% | -1% | 0% | 3% | 3 | -4 | 9% | -7% | -5% | 6%
CCOC(=O)C1(Cc2ccccc2C(F)(F)F)CCN(C(=O)c2cc(C(C)=O)n[nH]2)CC1
 : -13% | 4% | -3% | -4% | -1% | 0 | 19 | 4% | -4% | -1% | -4%
Cc1cnc(NC(=O)CSc2nnc(COc3ccccc3)o2)s1
 : -7% | 1% | 3% | 1% | -1% | -11 | -4 | -2% | -2% | 14% | nt
c1ccc(C2(CN3CCNC[C@@H]3CC3CCCCC3)CC2)cc1
 : -3% | 5% | nt | nt | 3% | -6 | 0 | nt | nt | 1% | nt
N#Cc1c(N)nc2c(c1N)CC(=O)N2c1ccc(Cl)cc1
 : 9% | 11% | ? | 6% | 1% | -2 | -38 | 1% | 0% | -1% | ?
O=C(CSc1nc2c(c(=O)n1-c1ccc(F)cc1)SCC2)NCc1ccco1
 : -14% | -1% | ? | -19% | 1% | 3 | -19 | 1% | 2% | -1% | -14%
Cc1cccc(OC(=O)c2cncc(Br)c2)c1
 : 0% | 0% | -5% | 0% | 1% | 1 | 0 | -1% | -6% | 3% | 5%
O=C(CSc1nc2ncccc2[nH]1)c1ccc(F)cc1
 : 4% | 0% | -10% | 1% | 0% | 5 | 15 | 3% | 1% | 0% | 5%
COc1ccc(CN2CCNC(=O)C2CC(=O)N(C)CCCN2CCOCC2)cc1C (stereo unspecified)
 : -11% | 8% | 0% | nt | -1% | -7 | -6 | 4% | 0% | -1% | nt
CCOC(=O)Nc1nnc(/C=C/c2ccc(OC)cc2)s1
 : -6% | nt | ? | 8% | 2% | 7 | -14 | -1% | 16% | -17% | 35%[activator]
O=C(NCC(c1ccccc1)N1CCCC1)C1CCN(C(=O)Nc2ccccc2)CC1 (stereo unspecified)
 : 11% | 2% | nt | nt | -1% | 0 | 2 | nt | 9% | 5% | nt
COc1ccc(-c2nnc(SCC(=O)N3CCCC3=O)n2N)cc1OC
 : -24% | 2% | nt | nt | 6% | nt | -1 | nt | nt | -2% | nt
COc1ccc(C(=O)N2CCCC(C(=O)N3CCN(c4ccccc4)CC3)C2)cc1 (stereo unspecified)
 : 17% | 3% | 3% | -3% | 1% | 1 | 2 | 2% | 1% | 7% | nt
Cc1ccc(S(=O)(=O)Nc2cccc3ncccc23)s1
 : 10% | 6% | 16% | ? | 1% | -9 | 34 | 0% | 2% | ? | ?
CC(=O)N(C)Cc1ccc(C(=O)CCl)cc1
 : 9% | 0% | nt | 9% | 1% | 2 | 1 | 11% | 30% | ? | -6%
CC(C)CC(N)C(=O)OCc1ccc([N+](=O)[O-])cc1 (stereo unspecified)
 : 0% | -4% | nt | 1% | 2% | 1 | 7 | -2% | -5% | 1% | nt
O=C(Nc1nc(-c2ccc3c(c2)OCCO3)cs1)c1ccc(S(=O)(=O)N2CCCCC2)cc1
 : 6% | -2% | 30%[activator] | -4% | -3% | -41 | 6 | 6% | 8% | -5% | ?
Cc1nc2c(F)c(F)c(C(F)(F)F)c(F)c2[nH]1
 : -5% | 0% | -14% | 0% | 0% | 6 | -9 | 11% | 2% | ? | 13%
O=C(COC(=O)CN1C(=O)C2CCCCC2C1=O)Nc1ccc(F)c(F)c1F (stereo unspecified)
 : 5% | -1% | nt | nt | 5% | nt | 4 | nt | nt | 0% | nt
CCOC(=O)N1CCN(C(=O)c2c[nH]c3ccc(S(=O)(=O)N(C)c4ccccc4C)cc3c2=O)CC1
 : 16% | 18% | 9% | nt | 2% | -3 | -4 | -2% | -1% | 5% | 0%
O=C(COc1ccc(Cl)cc1Cl)OCC(=O)N1CCCc2ccccc21
 : 2% | 0% | -10% | -9% | 0% | -10 | -1 | 0% | 5% | 5% | -4%
Cc1ccc(NC(=O)CN2C(=O)NC(Cc3ccccc3)C2=O)cc1Cl (stereo unspecified)
 : -9% | -1% | nt | nt | 0% | -1 | 2 | nt | 1% | -1% | nt

Pulled by compound from the list above:
Results follow in this order: Eya2 phos inh | S-ASM inh | MBNL1 CUG block | PKM2 activator | USP2a block | TSHR antag | hERG WT inh | GALK inh | Mito fusion yeast | Chronic BCR inh | Menin MLL FP TR
O=C(CSc1nc2ncccc2[nH]1)c1ccc(F)cc1
 : 4% | 0% | -10% | 1% | 0% | 5 | 15 | 3% | 1% | 0% | 5%
COc1ccc(N2C(=NC(=O)C3CCCO3)SC3CS(=O)(=O)CC32)cc1 (stereo unspecified)
 : 2% | 6% | -2% | nt | 3% | 1 | -19 | -6% | 10% | 2% | nt

An excerpt; count on the stated rates, not on these rows.
